# High-throughput results deposited in PubChem BioAssay by National Center for Advancing Translational Sciences (NCATS).
# LDHA block: inhibitors of human lactate dehydrogenase A. AID 1347041. purified LDHA, NADH/diaphorase-resazurin fluorescence; stronger effect = lower value. activity change, % (values are at about 110 or 230 µM). P00338. 480,000 compounds, 0.15% hits; in the data active means activity change below about -30%; inconclusive means mostly about -25% to -30%;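 further: plate controls were DMSO wells for no effect and wells without enzyme for full effect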
#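 Resorufin fluorescence (ex540/em590), read at 0 and 20 min after diaphorase/resazurin addition, reports the NADH left after a 5 min room-temperature reaction of 2 nM human LDH5 with 0.06 mM NADH and 0.2 mM pyruvate.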
# Active calls of the source: *; ? = inconclusive. Some of the compounds tested. The share of hits here may be higher or lower than overall.
SMILES,LDHA block
COC(=O)c1ccc(COc2ccc(C(=O)c3ccc(Cl)cc3)cc2)cc1,-1
CC(C)Oc1ccc(C(=O)Nc2cccc3ncccc23)cc1,1
C=CCNC(=O)NC(=O)CN(CC)c1ccc(C)cc1C,-1
COc1cc2c(cc1OC)C(C)N(C(=O)c1ccc(F)cc1F)CC2 (configuration not stated),1
O=C(Nc1ccccc1SC(F)F)C1CCCCC1,2
Cn1c(=O)[nH]c(=O)c2c1nc(Br)n2CCCSc1ncccn1,6
Cc1ccc(-c2c(NC(=O)c3cccs3)oc3ccccc3c2=O)cc1,1
CCOc1ccc(/C=C(\C#N)C(=O)c2ccc(C)cc2)cc1OC,8
CC(=O)c1c(C)[nH]c(C(=O)COc2ccccc2F)c1C,1
O=C(Nc1ccncc1)c1ccc(SC(F)(F)F)cc1,-2
CC(C)(C)c1ccc(C23OC(=O)C(C)(C)C2OC(=O)C3(C)C)cc1 (configuration not stated),0
C/C(=N/Nc1ccc(S(N)(=O)=O)cc1[N+](=O)[O-])c1ccc(C(C)(C)C)cc1,12
C=CCN(Cc1cccs1)C(=O)Cc1n[nH]c(=O)c2ccccc12,0
NC1CCN(C2CCS(=O)CC2)CC1 (configuration not stated),-1
Cc1cc(C(=O)Nc2nc3ccccc3s2)cc(S(=O)(=O)N(C)C)c1C,4
CC(C)c1cc(Cn2c3ccccc3c(=O)n2C(C)Cn2cc(C3CC3)nn2)on1 (configuration not stated),-7
C=CCOc1ccc(/C=C(\C#N)c2nc3cc(C)c(C)cc3[nH]2)cc1OC,-1
Cc1ccc(-c2c(-c3cn4ccc(C)cc4n3)c(=O)n(C)c(=O)n2C)cc1,22
COCCN1C(=O)c2ccccc2N2C(=O)CCC12C(=O)OCc1cc(=O)oc2cc(OC)ccc12 (configuration not stated),1
Cc1cc(=O)oc2cc(OCC(=O)N3CCc4sccc4C3C)ccc12 (configuration not stated),0
CCn1nc(C(=O)OCC#N)c2ccccc2c1=O,0
COC(=O)C1=CN(c2ccc(OC)cc2OC)C(N)=C(C#N)C1c1ccc(OC)cc1 (configuration not stated),7
Cc1cc(-n2c(C)cc(-c3csc(CC(=O)Nc4ccccc4C)n3)c2C)no1,0
COC(=O)c1ccc(NC(=O)Cn2ncn3nc(-c4cc(C)ccc4C)cc3c2=O)cc1,-1
CCc1ccc(NC(=O)Nc2nnc(N(CC(C)C)CC(C)C)s2)cc1,5

# The last four entries of the section before open the next one.
SMILES,LDHA block
COC(=O)C1=CN(c2ccc(OC)cc2OC)C(N)=C(C#N)C1c1ccc(OC)cc1 (configuration not stated),7
Cc1cc(-n2c(C)cc(-c3csc(CC(=O)Nc4ccccc4C)n3)c2C)no1,0
COC(=O)c1ccc(NC(=O)Cn2ncn3nc(-c4cc(C)ccc4C)cc3c2=O)cc1,-1
CCc1ccc(NC(=O)Nc2nnc(N(CC(C)C)CC(C)C)s2)cc1,5
CCOc1ccccc1NC(=O)c1ncoc1-c1cccc(OC)c1,-1
CC1CCC2(CC1)NC(=O)N(NC(=O)c1nn(C)c(=O)c3ccccc13)C2=O (configuration not stated),5
COc1ccc(-c2cc(C(=O)NCCO)c3ccccc3n2)cc1,-4
CC(C)(C)NC(=O)c1cccc(NC(=O)c2cccnc2)c1,-7
COc1cccc(Nc2nc(-c3cc4cc(Br)ccc4oc3=O)cs2)c1,5
CCc1c(C)sc(NC(=O)C2CCC2)c1C#N,2
Cc1cc(Br)ccc1NC(=O)c1sc2nc(-c3ccncc3)ccc2c1N,13
COc1ccc(Cl)cc1NC(=O)C(CC(C)C)N1Cc2ccccc2C1=O (configuration not stated),3
O=c1[nH]c(CSc2nc3ccccc3o2)nc2ccccc12,-8
Cc1cc(C)c(-c2nnc(NC(=O)Nc3ccc4ccccc4c3)s2)c(C)c1,2
Cc1ccc(-n2c(SCc3ccccc3)nc3c(=O)[nH]cnc32)cc1,2
c1ccc2c(NC3CCCC3)ncnc2c1,8
C=CCn1c(Oc2ccc(F)cc2)nc2c1c(=O)n(C)c(=O)n2C,0
COC(=O)c1ccc2nc(-c3ccccc3)c(Cc3ccc(OC)cc3C)n2c1,1
O=C1/C(=C/c2ccc(Cl)c(Cl)c2)CCc2ccccc21,31
CCCn1nc(C(=O)OCC(=O)Nc2ccc(OCc3ccccc3)cc2)c2ccccc2c1=O,-2
CN(Cc1ccccc1)C(=O)N1CCN(C(=O)c2cc(-c3cccc(Cl)c3)n[nH]2)CC1,2
CCN(C(=O)c1nn(C)c(=O)c2ccccc12)c1nc2ccccc2s1,3
Oc1ccc2c(c1)OCCOCCOc1cc(O)ccc1OCCO2,50
CC1CCCCN1CCNC(=O)c1cc(=O)[nH]c2ccccc12 (configuration not stated),13
COC(=O)C[C@H]1CC[C@H](NC(=O)c2cccc(F)c2)[C@@H](CO)O1,0
CC1(C)CC(C)(O)N(CCc2ccccc2)C(=S)N1 (configuration not stated),4
CCCn1nc(C(=O)NCc2nnc3n2CCCCC3)c2ccccc2c1=O,0
CCOC(=O)c1ccc(NC(=O)c2ncoc2-c2cccc(C)c2)cc1,-12
CC(C)C(C)(C#N)NC(=O)CSc1nnc(-c2cccs2)n1C1CC1 (configuration not stated),-2

# For convenience, some entries already given:
SMILES,LDHA block
COc1cccc(Nc2nc(-c3cc4cc(Br)ccc4oc3=O)cs2)c1,5
CCc1c(C)sc(NC(=O)C2CCC2)c1C#N,2
Cc1cc(Br)ccc1NC(=O)c1sc2nc(-c3ccncc3)ccc2c1N,13
COc1ccc(Cl)cc1NC(=O)C(CC(C)C)N1Cc2ccccc2C1=O (configuration not stated),3
O=c1[nH]c(CSc2nc3ccccc3o2)nc2ccccc12,-8

# Returning to the listing with the two entries that preceded the break.
SMILES,LDHA block
CCOC(=O)c1ccc(NC(=O)c2ncoc2-c2cccc(C)c2)cc1,-12
CC(C)C(C)(C#N)NC(=O)CSc1nnc(-c2cccs2)n1C1CC1 (configuration not stated),-2
Cc1cc2nc(CSCC(=O)Nc3ccccc3)cc(=O)n2o1,3
Cc1ccc2c(=O)cc(C(=O)N3CCN(C(c4ccccc4)c4ccccc4)CC3)oc2c1,-3
COc1cc(-c2nnc(SCC(=O)N(C(C)C)C(C)C)o2)cc(OC)c1OC,-1
COC(=O)c1ccc(NC(=O)CCc2ncc(-c3ccccc3)o2)cc1,-6
CCN(CC(=O)NC(C)(C)C)Cc1cccc2cccnc12,-2
CCCCCCCCN1C(=O)[C@H](CC(=O)N2CCN(C(=O)OCC)CC2)C[C@@]2(C(=O)OC)CCCCC=C12,2
Cc1nc(NC2CC2)sc1C(=O)NC1CCCC1,7
N#C/C(=C\c1c[nH]c2ccccc12)C(=O)Nc1ccc(O)cc1,1
CC1(C(O)(C#CC[N+]2(Cc3ccccc3Cl)CCCCC2)c2ccccc2)CCCC1 (configuration not stated),2
CN(CC(=O)NC1(C)CCS(=O)(=O)C1)Cc1ccc(Cl)c(Cl)c1 (configuration not stated),5
COc1ccc(-c2cc(=O)oc3cc4occ(-c5ccc(F)cc5)c4cc23)cc1,6
O=c1ccc2ccc(OCc3nc(-c4cccc(Cl)c4)no3)cc2o1,-12
Cc1noc(C)c1CC(=O)Nc1nc(-c2ccc(F)cc2)c(C)s1,2
CCc1ccccc1OCC(=O)OCc1ccc(Cl)cc1,4
O=C(NCCc1ccccn1)c1ccc(Cl)cc1,-4
Cc1ccccc1S(=O)(=O)N[C@@H](C)C(=O)NCc1cscn1,0
O=C(CCc1ccc(F)cc1)Nc1ccccc1-c1ccccc1,5
CCOC(=O)/C(=C/c1ccc(OC)c(Br)c1)c1nccn1C,13
COc1cc(/C=C/C(=O)c2cc3ccccc3o2)ccc1OC(C)C,13
CCCCSc1nc2c(c(=O)[nH]c(=O)n2C)n1CC,1
O=C(CSc1nnc(-c2cccc(S(=O)(=O)N3CCCC3)c2)n1-c1ccccc1)Nc1ccc2c(c1)OCO2,8
CCN(CC)c1nc2ccccc2nc1C(=O)Nc1cccc(C)c1,1
Cc1[nH]c(=O)[nH]c(=O)c1CCC(=O)Nc1nc(C(C)C)cs1,-8
COCCN(Cc1cc2ccc(C)cc2[nH]c1=O)C(=O)c1cccc(OC)c1,0
O=C(CCNC(=O)c1cnccn1)Nc1ccccc1Cc1ccccc1,-3
# Remaining list, next part.
SMILES,LDHA block
CC(C)CNc1nc(C(=O)Nc2nccs2)cs1,8
ClC12CC3CC(C1)CC(CN=Cc1cccs1)(C3)C2,16
O=C(CN1C(=O)N/C(=C\c2cn(-c3cccc(C(=O)O)c3)cn2)C1=O)Nc1ccc(Cl)cc1,-1
CCOC(=O)N1CCN(C(=O)CNC(=O)c2cc3c(OC)cc(OC)cc3n2C)CC1,0
Cc1cc(F)cc(CC(=O)O)c1,-1
COc1ccc(C(=O)Nc2nc(-c3cc4ccccc4oc3=O)cs2)cc1,-2
Cc1ccccc1-c1nnn(CC(=O)Nc2ccc(Cl)c(S(=O)(=O)N3CCOCC3)c2)n1,6
CC(C)NC(=O)C(C#N)(Cc1ccc(C#N)cc1)Cc1ccc(C#N)cc1,2
CCOc1ccc(C(C)=O)cc1CN(C)CC(=O)Nc1ccc(Cl)cc1,4
CCN(CC)c1nc2ccccc2nc1C(=O)Nc1ccccc1F,1
CCCCCOc1ccc(C2CC(=O)CC(=O)C2C(=O)OCC)cc1 (configuration not stated),-7
Cc1occc(=O)c1OCc1noc(C(=O)NCc2cccc(Cl)c2)n1,2
CC(C)Cn1c(COc2ccccc2Cl)n[nH]c1=S,-1
CN(CCO)c1nc(-c2cccnc2)nc2ccccc12,10
CC(C)(C)OC(=O)Nc1ccc(CC(=O)N2CCCC2c2ccsc2)cc1 (configuration not stated),7
COc1ccc(S(=O)(=O)Oc2ccc3c(c2)O/C(=C\c2cc(OC)c(OC)c(OC)c2)C3=O)cc1,-1
COc1ccccc1CC(C#N)C(=O)Nc1ccccc1C (configuration not stated),1
CSc1ccc(C2CC(=O)N(c3cccc(C(F)(F)F)c3)C3=C2C(=O)OC3)cc1 (configuration not stated),-3
Cc1nc(-c2ccc(Cl)cc2)sc1C(=O)N1CCCC(C(=O)O)C1 (configuration not stated),9
CN(C)C(CNS(=O)(=O)c1cccs1)c1ccsc1 (configuration not stated),1
NC(=O)C1(NC(=O)c2ccc(Cl)cc2F)CCCCC1,0
O=C(Nc1ccc(F)cc1)c1ccc2c(c1)CCC2,1
CC1CCN(CCCCNC(=O)CCc2ncc(-c3ccc(F)cc3)o2)CC1,3
O=C(Nc1cccc(F)c1)C(=O)c1c[nH]c2ccccc12,10
Cc1ccc2nc3sc(C(=O)NC4CCC(O)CC4)cc3cc2c1 (configuration not stated),12

# Reprinted from the part before: five compounds, then new ones.
SMILES,LDHA block
NC(=O)C1(NC(=O)c2ccc(Cl)cc2F)CCCCC1,0
O=C(Nc1ccc(F)cc1)c1ccc2c(c1)CCC2,1
CC1CCN(CCCCNC(=O)CCc2ncc(-c3ccc(F)cc3)o2)CC1,3
O=C(Nc1cccc(F)c1)C(=O)c1c[nH]c2ccccc12,10
Cc1ccc2nc3sc(C(=O)NC4CCC(O)CC4)cc3cc2c1 (configuration not stated),12
Cc1ccc(N2CN(CCN3CCOCC3)Cn3c2nc(C)c(C)c3=O)c(C)c1,-1
COc1cccc(C(=O)Nc2oc3ccccc3c(=O)c2-c2cccc(C)c2)c1,-3
O=C(CSc1cc(C(=O)NC2CC2)c2ccccc2n1)NCC1CCCO1 (configuration not stated),-3
O=C(CS(=O)(=O)c1ccc2ccccc2c1)c1ccc(Br)cc1,6
O=C1NC[C@H](CCCCN2C[C@H](Cc3ccc(O)cc3)N(CCc3ccccc3)C(=O)C2=O)N(CCc2ccccc2)C1=O,-2
O=C1OC2C3CC(C2Sc2ccc(Cl)cc2)C(C(=O)O)C13 (configuration not stated),-1
NC(=O)C1CCN(C(=O)c2cc(-c3ccccc3)nc3ccccc23)CC1,3
CC(=O)c1ccc(OCC(O)CN2CCCN(c3ccc(C(F)(F)F)cn3)CC2)cc1 (configuration not stated),-3
OCCCCCCCCCCCCCCCO,-2
COc1cc(-c2nc3ccccc3s2)cc(OC)c1OC,6
COc1ccccc1NS(=O)(=O)c1ccc(-c2coc(C)n2)cc1,2
O=C(NC1CCCCCC1)C1CCC(Cn2cnnn2)CC1 (configuration not stated),6
Nc1nccnc1C(=O)NCCc1cccs1,3
COC(=O)c1ccc(/C=C2\Oc3cc(OS(C)(=O)=O)ccc3C2=O)cc1,7
C=CCN(CC(=O)NC(N)=O)Cc1ccccc1,0
Cc1c(CC(=O)Nc2nc3ccccc3[nH]2)c(=O)oc2c(C)c(O)ccc12,-1
CNC(=S)N/N=C(/C)c1ccccn1,-12
COc1ccc(-c2cc3ccc(OS(C)(=O)=O)cc3oc2=O)cc1,4
CCN(CC)C(=O)COC(=O)c1ccccc1-c1ncc(-c2ccc(F)cc2)o1,2
Cc1ccc(S(=O)(=O)NC(CN(C)C)c2ccccc2)c(Br)c1 (configuration not stated),7
CCc1nc(SCC(=O)Nc2ccc(Br)cc2)c2c3c(sc2n1)COC(C)(C)C3,-7
COc1ccccc1CN1CCC(C)CC1,-13
CCNC(CC)c1ccc(C)cc1 (configuration not stated),4
O=C(Nc1ccc(C(=O)Nc2cccc3ncccc23)cc1)c1ccccc1,3
N#Cc1ccc(C(=O)NC(c2cccs2)C2CC2)cc1 (configuration not stated),2
# (listing goes on)
SMILES,LDHA block
Cc1ccc(NC(=O)c2sc3c(c2C)C(c2cccnc2)CC(=O)N3)cc1 (configuration not stated),-3
COC(=O)CNC(=O)COC(=O)c1cc(=O)c2ccccc2o1,-2
CCOc1ccc(NC(=O)c2cccc(Nc3ccnc(-c4ccc(F)cc4)n3)c2)cc1,?
CC(C)n1nc(C(=O)N2CCC(C(=O)O)CC2)c2ccccc2c1=O,3
O=C(Nc1cccc(-c2nc3ccccc3o2)c1)C1CCCC1,-5
CCCCn1nnnc1C(c1cc2ccccc2o1)N1CCOCC1 (configuration not stated),0
CCCC(=O)NCc1nnnn1-c1ccc(OCC)cc1,15
Cc1ccc(-n2cccc2C=O)c(C)c1,-2
O=C(CCc1ncc(-c2ccc(F)cc2F)o1)N1CCN(c2ccccc2)CC1,7
CN(C)c1ccc(-c2cc(-c3ccccc3)nc(-c3ccccc3)c2)cc1,1
Cn1c(=O)c2c(ncn2CC(=O)Nc2ccc(F)c(F)c2)n(C)c1=O,0
